SV40 large T antigen: SV40 large T antigen inhibitors, biochemical (AID 1903); inhibition, % at 20 µM; hits with a dose series show IC50 in µM; 310,000 tested, 0.39% active; SV40 large T antigen ATPase/helicase inhibition assay; higher % means a stronger effect; in the data active = a potency from the dose series; inconclusive = inhibition mostly from about 32% at the one dose, without a potency; inactive = the rest, 99 in 100 with inhibition below about 32%; note: strong numbers were not always called active
Salmonella PhoP GFP: inhibitors of PhoP regulon expression, primary screen, Salmonella Typhimurium, GFP reporter (AID 1863) | S. Typhimurium PhoP-regulated promoter GFP reporter, 4 h; higher % means a stronger effect | inhibition, % at 50 µM, or IC50 in µM where a hit was titrated | 300,000 tested, 0.16% active;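 active = inhibition over 29.93%, a cutoff 3 SD above the screen mean, later confirmed by dose response; inconclusive = inhibition over 29.93% but no dose response follow-up; inactive = inhibition at most 29.93% or unconfirmed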;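 note: 0% = low Mg2+ inducing control and 100% = high Mg2+ repressing control; strong numbers were not always called active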
RSV CPE inhibition: RSV antiviral activity via CPE protection, HEp-2 cells, primary 10 µM value included (AID 2391). 310,000 tested, 0.13% active. one-dose CPE inhibition, % at 10 µM; IC50 in µM for titrated hits. HEp-2 cells, RSV-induced CPE inhibition; higher % means a stronger effect; in the data active = a potency from the dose series; inconclusive = CPE inhibition mostly from about 23% at the one dose, without a potency; inactive = the rest, 99 in 100 with CPE inhibition below about 21%; note: strong numbers were not always called active
CSM14.1 death rescue: rescue of cells from ER stress-induced death, primary screen, 384-well, CSM14.1, thapsigargin, ATP luminescence (AID 1222). one-dose cellular ATP content (survival), % at 20 µM; EC50 in µM for titrated hits. 190,000 tested, under 10 active. CSM14.1 thapsigargin-induced death rescue, ATP luminescence; higher % means a stronger effect;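 active = EC50 below 50 µM in the dose-response confirmation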;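 note: death triggered by thapsigargin at about 15 µM added after 2 h compound pretreatment; cell ATP read after overnight thapsigargin exposure of roughly 18 to 22 hours; normalized against plate controls of thapsigargin alone and 5% DMSO vehicle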
PMI inhibition: human PMI inhibitors, high substrate, primary screen, biochemical, fluorescence intensity, high mannose 6-phosphate (AID 1220); Mannose-6-phosphate isomerase (Homo sapiens); recombinant PMI enzyme, coupled fluorescence intensity; higher % means a stronger effect; inhibition, % at 20 µM, or IC50 in µM where a hit was titrated; 190,000 tested, 0.66% active
West Nile antiviral: West Nile virus antiviral activity, cell-based, CPE readout (AID 1621). West Nile virus-infected cells, CPE inhibition; higher % means a stronger effect. CPE inhibition, % at 10 µM; hits with a dose series show IC50 in µM. 290,000 tested, 0.02% active; in the data active = a potency from the dose series; inconclusive = CPE inhibition mostly from about 3.7% at the one dose, without a potency; inactive = the rest, 99 in 100 with CPE inhibition below about 2.2%; note: strong numbers were not always called active
Ins promoter up: insulin promoter activators in MIN6 cells, imaging, high-content screening, mouse beta cells | AID 1625, 2009 | z-score at 5 µM | MIN6 insulin promoter-GFP reporter; active compounds read high | 190,000 tested, 0.3% active;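 active = z-score above 3 at 5 µM with at least 500 cells counted in the well; inconclusive = wells under 500 cells, flagged as cytotoxic or low count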
TNAP activation fold: human TNAP enzyme activators, primary screen, biochemical, luminescent, no phosphate acceptor, uHTS (AID 1001); 200,000 tested, 0.03% active; activation fold at 20 µM; hits with a dose series show EC50 in µM; purified TNAP, luminescent activation assay, no phosphate acceptor; higher activation fold means a stronger effect; in the data active = activation fold from about 3, or a potency from the dose series; inactive = the rest, 99 in 100 with activation fold below about 1.6; note: many of its hits are not listed in these tables
human PMI inhibition: inhibitors of human PMI, primary screen, biochemical, fluorescence intensity, coupled assay (AID 1209); Mannose-6-phosphate isomerase (Homo sapiens); purified PMI enzyme, coupled fluorescence intensity; higher % means a stronger effect; one-dose inhibition, % at 20 µM; IC50 in µM for titrated hits; 190,000 tested, 0.42% active;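 note: plate controls were DMSO vehicle for no effect and wells lacking substrate for full effect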
Ins promoter up cell count: second read-out of Ins promoter up, no call of its own (marks repeat the call); cell count; measured here: cytotoxicity, nuclei count;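 total cells summed across four imaged fields per well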
The depositor's hits bear a star; ? = inconclusive; · = not tested or not shown. Cut-off read from the data, not from the text of the source, unless noted: active = inhibition above about 50%; inactive = the rest.

SMILES,SV40 large T antigen,Salmonella PhoP GFP,RSV CPE inhibition,CSM14.1 death rescue,PMI inhibition,West Nile antiviral,Ins promoter up,Ins promoter up cell count,TNAP activation fold,human PMI inhibition
COC(=O)C(C)(C(=O)OC)c1ccccc1[N+](=O)[O-],7%,-10%,2.6%,-4.7%,-3%,0.7%,1.8,1004,1.1,3%
Cc1nn(Cc2ccc(Cl)cc2Cl)c(C)c1NC(=O)NC12CC3CC(CC(C3)C1)C2,19%,27%,15%,1.3%,7%,-0.4%,·,·,1.7,8%
Cc1ccc(C(C)NC(=O)c2c(C)noc2C)cc1C (stereo not given),5%,0%,0.9%,-1.6%,-3%,1.2%,-1.3,1193,1.1,0%
CC(=O)Oc1ccc(N2C(=O)C3C(C2=O)C(C(=O)c2ccc(Cl)cc2)N2CCCC32)cc1 (stereo not given),18%,1%,3.2%,·,·,0.3%,0.35,997,·,·
CCOc1ccc(N(CC(=O)NCc2ccccc2)S(=O)(=O)c2c(C)noc2C)cc1,2%,5%,1.6%,1.7%,0%,-1.1%,-1.9,841,0.9,-6%
Nn1c(C2CCC2)nc2cc(Cl)ccc2c1=O,13%,-5%,1.8%,·,·,-0.3%,·,·,·,·
COc1ccc2c(c1)CCCC21NC(=O)NC1=O (stereo not given),19%,3%,0.1%,1.1%,-9%,-0.2%,0.2,1227,1.1,-4%
COc1ccc(-n2cc(C(=O)O)c(=O)cc2C)cc1,25%,-3%,0.2%,-1.1%,1%,·,-0.08,1230,1.1,5%
C/C(=N/O)c1ccccn1,2%,-5%,-0.4%,-2.5%,-4%,-0.2%,0.48,1308,1.2,-8%
COC(=O)C1=C(CS(=O)(=O)c2ccc(Cl)cc2)NC(=O)NC1c1ccc(O)cc1 (stereo not given),15%,4%,1.0%,·,·,0.4%,·,·,·,·
Cc1c(-c2ccccc2)nc(-c2ccccc2)[nH]c1=O,7%,-2%,0.8%,1.5%,-3%,-0.5%,-0.12,1163,1.1,-6%
CC(C)(C)C(=O)COC(=O)c1ccc2c(c1)C(=O)N(Cc1ccco1)C2=O,22%,-3%,1.2%,·,·,-0.1%,·,·,·,·
CC(=O)NC(CCS(C)(=O)=O)C(=O)Nc1c(F)cccc1F (stereo not given),4%,-7%,0.7%,-1.4%,-6%,·,1.1,1395,1.1,3%
COC(=O)/C(=C\c1c[nH]c2ccccc12)NC(C)=O,-5%,6%,0.3%,-2.3%,1%,0.5%,·,·,1.1,-9%
CCn1nc(C)c([N+](=O)[O-])c1C(=O)NNC(=O)c1ccc(Cl)cc1,4%,-12%,2.2%,·,·,0.1%,0.21,1337,·,·
NC(=O)c1c(NC(=O)CSc2nnc(Cc3ccccc3)n2Cc2ccco2)sc2c1CCC2,14%,4%,5.6%,0.4%,10%,-0.1%,·,·,1.1,5%
CCn1c(SCC(=O)Nc2ccc3c(c2)n(C)c(=O)n3C)nnc1-c1ccncc1,7%,-3%,1.0%,·,·,0.0%,·,·,·,·
O=C(c1cc2cc(Cl)ccc2oc1=O)N1CCCC1,2%,-7%,-0.1%,-2.0%,-7%,0.0%,·,·,1.1,1%
CC(C)(C)C1CCc2c(sc(NC(=O)CSc3nnc(-c4ccccc4)o3)c2C#N)C1 (stereo not given),4%,9%,11%,-3.6%,15%,-1.0%,·,·,1.1,25%
COc1cc(/C=C(\C#N)C(=O)NC(C)C)cc(Cl)c1O,35%,1%,-1.1%,1.0%,19%,0.9%,-0.39,1195,0.9,-9%
N#CC1=C(N)Oc2n[nH]c(-c3ccc(F)cc3)c2C1c1ccncc1 (stereo not given),14%,-1%,1.6%,-4.0%,-2%,·,-0.1,1123,0.6,2%
C=C(C)c1cccc(C(C)(C)NC(=O)NCc2ccncc2)c1,24%,2%,-0.3%,0.0%,-12%,-1.1%,1.6,1565,0.9,-10%
O=C(Nc1ccccc1Cl)ON=C1c2ccccc2-c2ccccc21,-7%,14%,9.5%,-4.1%,3%,1.2%,0.34,1330,1.1,8%
O=C1NCCN1CCNS(=O)(=O)c1ccccc1[N+](=O)[O-],7%,0%,1.1%,·,·,-0.4%,·,·,·,·

Whole records as entered above. Order of screens: SV40 large T antigen	Salmonella PhoP GFP	RSV CPE inhibition	CSM14.1 death rescue	PMI inhibition	West Nile antiviral	Ins promoter up	Ins promoter up cell count	TNAP activation fold	human PMI inhibition
Listed for COC(=O)/C(=C\c1c[nH]c2ccccc12)NC(C)=O = -5%	6%	0.3%	-2.3%	1%	0.5%	·	·	1.1	-9%
Listed for O=C(c1cc2cc(Cl)ccc2oc1=O)N1CCCC1 = 2%	-7%	-0.1%	-2.0%	-7%	0.0%	·	·	1.1	1%
Listed for COC(=O)C(C)(C(=O)OC)c1ccccc1[N+](=O)[O-] = 7%	-10%	2.6%	-4.7%	-3%	0.7%	1.8	1004	1.1	3%

(next part)
SMILES,SV40 large T antigen,Salmonella PhoP GFP,RSV CPE inhibition,CSM14.1 death rescue,PMI inhibition,West Nile antiviral,Ins promoter up,Ins promoter up cell count,TNAP activation fold,human PMI inhibition
COc1ccc2cc3cc(C(=O)NCc4ccc5c(c4)OCO5)oc3nc2c1,3%,-1%,8.6%,3.7%,8%,·,·,·,1,9%
Cc1ccc(S(=O)(=O)N(C)C)cc1NC(=O)c1ccc(OC(F)(F)F)cc1,0%,3%,0.2%,-0.2%,0%,-0.6%,-0.01,1323,1.1,5%
C[C@@H](C(=O)NCC1CC1)[C@@H]1C[C@@]1(C)[C@@H](NC(=O)OCc1ccccc1)c1ccccc1,9%,3%,-0.6%,-0.1%,16%,-1.0%,-0.71,1003,1.1,15%
CCOc1cccc(OCCOCCOc2ccccc2C(C)=O)c1,33%,2%,4.9%,-1.3%,4%,-1.4%,-0.31,1228,1,4%
CC(C)(C)C(=O)N1CCC[C@H]1C(O)(c1ccccc1)c1ccccc1,5%,-1%,1.4%,-0.8%,-5%,-0.2%,-0.99,1343,1.1,-9%
O=C(O)C1=C[C@@H](c2ccc(C(F)(F)F)cc2)C[C@@H](OCc2ccc(CO)cc2)O1,-2%,-6%,0.6%,-1.0%,-1%,·,-0.46,1458,1.1,-11%
Cc1cccc(NC(=O)CSc2nnc(-c3ccco3)c(-c3ccco3)n2)c1C,?,28%,22%,3.6%,47%,-0.7%,0.42,1509,1,21%
O=C(O)CN1C(=O)CC(Cc2ccc(Cl)cc2)C1=O (stereo not given),13%,-5%,0.3%,2.5%,-2%,-0.3%,0.05,1358,1.1,-4%
CCOc1ccccc1NC(=O)CN(Cc1ccccc1)S(C)(=O)=O,-3%,0%,5.8%,0.5%,14%,0.2%,-0.19,1825,1.1,8%
CN(Cc1ccon1)Cc1cn(C)nc1-c1ccc(Oc2ccccc2)cc1,11%,-14%,?,·,·,-1.2%,-1.2,1041,·,·
COC(=O)c1cn(NC(=O)C2COc3ccccc3O2)c(=O)c2ccccc12 (stereo not given),-1%,1%,0.0%,-1.3%,-1%,0.3%,2.1,1561,1.1,12%
CC(C)(C)c1cc(NC(=O)CSc2nncs2)n(-c2ccccc2)n1,7%,6%,3.7%,-1.6%,2%,-0.8%,0.07,1394,1.1,-3%
CNC(=O)c1cc2cccc(OC)c2oc1=O,2%,-8%,0.3%,-2.1%,-5%,0.2%,·,·,1.1,-4%
Cc1nc(Sc2ccccc2)c(C#N)c(C)c1[N+](=O)[O-],5%,-6%,3.5%,·,·,0.7%,-0.65,1340,·,·
CNC(=O)c1cc2cc(OC)ccc2oc1=N,-3%,1%,0.7%,-1.5%,18%,0.6%,0,1142,1,9%
C/C(=N/NC(=O)CCC(=O)Nc1cccc(Cl)c1)c1ccc(C)cc1,3%,5%,0.8%,-1.7%,4%,0.1%,?,·,1,3%
COc1ccc2nc(NC(=O)CN3C(=O)NC4(CCCCC4)C3=O)sc2c1,-2%,4%,1.0%,·,·,-0.4%,·,·,·,·
O=C(c1ccco1)N1CCC(c2nc(-c3ccc(F)cc3)no2)CC1,21%,-1%,-0.2%,0.7%,3%,-0.8%,1.4,656,1,13%
Cc1ccc(C)c2[nH]c(=O)c(CN(CCN3CCCC3)C(=O)Nc3cccc(Cl)c3)cc12,3%,-3%,7.0%,-1.3%,0%,0.2%,·,·,1,2%
CCCn1nnnc1NC(=O)c1cccs1,11%,4%,2.3%,-0.9%,3%,1.8%,0.39,1562,1.1,1%
O=C(NCC1CC1(Cl)Cl)Nc1ccc(Cl)c(Cl)c1 (stereo not given),4%,11%,19%,·,·,?,·,·,·,·
COC(=O)c1ccc(CSc2nnc(-c3ccncc3)o2)cc1,3%,-2%,5.4%,·,·,-0.6%,·,·,·,·
COc1cc2c(cc1OC)CN(C(=O)c1cc3ccccc3oc1=O)CC2,11%,-2%,2.3%,0.1%,9%,0.4%,0.17,1266,1.2,2%
CN1CCN(C(=O)C2CCCN(S(=O)(=O)c3ccc(Cl)cc3)C2)CC1 (stereo not given),-5%,14%,-0.4%,·,·,-0.5%,·,·,·,·
Cc1nc2ccccc2c(=O)n1CCc1ccc(O)cc1,14%,20%,1.8%,·,·,-0.2%,·,·,·,·
Cc1cc2oc(=O)cc(CN3CCCc4ccccc43)c2cc1C,12%,3%,6.5%,-1.7%,-130%,-0.7%,-1.3,1242,1.1,-11%
COCc1cc(C)nc(Nc2ccccc2OC)c1C#N,18%,-6%,2.4%,·,·,-0.7%,·,·,·,·
Cn1ncc(Cl)c1C(=O)N1CCN(S(=O)(=O)c2ccc(Cl)s2)CC1,2%,2%,1.3%,·,·,0.2%,·,·,·,·
COCCN(C(=O)c1csnn1)C(C(=O)NC1CCCC1)c1ccccc1F (stereo not given),7%,5%,0.0%,·,·,-0.6%,·,·,·,·
CCC(NC(=O)c1ccncc1)c1ccccc1 (stereo not given),4%,-3%,0.5%,·,·,-0.9%,·,·,·,·
O=C(C(Cl)Cl)N1c2ccccc2OCC1c1ccccc1 (stereo not given),3%,-4%,13%,-1.2%,1%,?,0.9,1670,1,5%
CCCCCCC(=O)NNC(=O)c1c(O)c2ccccc2n(CCC)c1=O,3%,3%,8.3%,-1.0%,·,-0.4%,·,·,1.1,·
COc1ccccc1NC(=O)Cn1cnc2sc(C(=O)Nc3cc(OC)c(OC)c(OC)c3)c(C)c2c1=O,-2%,-6%,0.3%,·,·,1.3%,·,·,·,·
O=C(N/N=C/c1ccc(N2CCOCC2)s1)c1ccccc1Br,29%,4%,2.1%,-0.7%,3%,-1.2%,-0.25,1241,1.1,-26%

Screens: PubChem BioAssay, several laboratories
